GalR3 antagonist = antagonists of human GalR3; O60755; HEK293 GalR3-CNG cAMP membrane potential fluorescence; galR3 body fused to GalR1 C-terminus; inhibition, % at 3 µM; 360,000 tested, 0.44% active;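 active means inhibition above the screen-wide average plus 3 SD, cut at about 13% in these data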;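 further: forskolin and galanin both at EC90 stimulate the cells; cAMP rise reported by CNG channel membrane potential dye signal; 0% = forskolin plus galanin with DMSO and 100% = forskolin alone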
Target sequence (O60755 1-299 limits assumed): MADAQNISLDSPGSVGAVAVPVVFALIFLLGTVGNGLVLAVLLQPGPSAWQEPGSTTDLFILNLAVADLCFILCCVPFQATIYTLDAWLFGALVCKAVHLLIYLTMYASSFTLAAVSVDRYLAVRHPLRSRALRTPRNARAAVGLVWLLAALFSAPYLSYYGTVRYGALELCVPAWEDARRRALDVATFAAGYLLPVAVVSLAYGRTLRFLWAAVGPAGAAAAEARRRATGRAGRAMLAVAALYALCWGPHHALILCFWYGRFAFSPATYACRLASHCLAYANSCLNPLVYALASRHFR
* marks the source's active call; other numbers are inactive results.

SMILES | GalR3 antagonist
COc1ccccc1NC(=O)c1ccc2c(=O)n3c(nc2c1)CCC3 | -2
C[C@@H]1CN([C@H](C)CO)C(=O)CCCn2cc(nn2)CO[C@H]1CN(C)C(=O)CCC(F)(F)F | -3
NC(=O)C1(NC2CCCCC2)CCN(Cc2ccccc2)CC1 | -6
O=C1/C(=C\c2ccc(O)cc2)CCC1CNc1ccc(Cl)cc1 (stereo not drawn) | -1
Cc1ccc(NC(=O)CN2CCN(C(=O)c3ccco3)CC2)cc1S(=O)(=O)N(C)C | -1
CNC(C)C(=O)NC(C(=O)NC(C)C(=O)NNc1ccccc1)C(C)C (stereo not drawn) | -5
Cc1ccccc1-c1cc2nc(Oc3cccc(F)c3)n(C)c(=O)c2s1 | -9
CC(C)C[C@@H](CN1CCC[C@H]1CN1C(=O)C(=O)NC[C@@H]1Cc1ccc(O)cc1)N1C[C@H](Cc2ccc(O)cc2)N(CC2CCCCC2)C(=O)C1=O | -5
Nc1ccc2c(O)cc(S(=O)(=O)O)cc2c1 | -2
O=C(CCCc1ccccc1)NCCS(=O)(=O)N1CCN(c2ccccc2)CC1 | -6
CN1C(=O)NC(=O)C1c1ccccc1 (stereo not drawn) | -5
COc1cccc(Nc2nc(C(C)N)cs2)n1 (stereo not drawn) | -7
CC(=O)N(C)C[C@H]1Oc2cc(Br)ccc2S(=O)(=O)N([C@H](C)CO)C[C@@H]1C | -4
CSCCC(NC(=O)c1ccco1)C(=O)N(C)CC(=O)Nc1ccccc1Br (stereo not drawn) | -2
O=C(c1cc2c(c(-c3cccc(-c4ccncc4)c3)n1)[C@H](CCO)N(C(=O)c1ccc3c(c1)OCO3)C2)N1CCOCC1 | -4
CC(C)C[C@H]1COc2c(Cl)cccc2S(=O)(=O)N1Cc1cccc(Cl)c1 | -7
COc1ccccc1S(=O)(=O)N(C)C[C@H]1Oc2cc(Br)ccc2S(=O)(=O)N([C@H](C)CO)C[C@H]1C | -9
CC(C)C1C(=O)N(Cc2cn(Cc3ccco3)nn2)CCS(=O)(=O)N1Cc1ccc(-c2ccc(Cl)c(Cl)c2)cc1 (stereo not drawn) | -8
CSc1ccc(CNC(=O)C2CCC(=O)N(CCc3ccc(Cl)cc3)C2)cc1 (stereo not drawn) | -4
Cc1cccc(NC(=O)c2sc3nc(C)nc(N4CCOCC4)c3c2C)c1 | -5
Cc1cccc(C(O)c2ncc(-c3ccc(C(F)(F)F)cc3)[nH]2)c1C (stereo not drawn) | -4
C[C@H](CO)N1C[C@H](C)[C@H](CN(C)C(=O)C2CCCCC2)OCc2cnnn2CCCC1=O | -5
O=C(OCc1cn([C@@H]2C[C@H](c3ccccc3)N(C(=O)c3cccs3)C[C@H]2O)nn1)c1ccccc1 | -3
COc1ccc(NC(=O)C2(C)CCN2C(=O)c2ccccc2CCc2ccccc2)cc1OC (stereo not drawn) | -2
COCCn1c(SCC(=O)NCCCN2CCCC2=O)nc2sc3c(c2c1=O)CCCC3 | -2
Further entries:
SMILES | GalR3 antagonist
O=C(NCc1ccc(F)cc1)c1cc(-c2ccccn2)nc2ccc(S(=O)(=O)N3CCOCC3)cc12 | -9
Cc1ccc(S(=O)(=O)NC(=O)C2(C)CCN2C(=O)C2CC2)cc1 (stereo not drawn) | -5
CCc1nc2c(OCCc3cccc(OC)c3)cccn2c1N(C)C(=O)c1cccs1 | -5
COCCNC(=O)C1CCCN(C(=O)c2cc(C(C)(C)C)nn2C)CC1 (stereo not drawn) | -6
COc1cccc(CNc2nc3cc(C(C)=C(C)C)sc3c(=O)n2C)c1 | -5
O=C1/C(=C/c2ccccc2)CCc2ccc(Cl)nc21 | 1
CC(C)(C(=O)N1CCC1(C)C(=O)NS(=O)(=O)c1cccc(F)c1)c1ccccc1 (stereo not drawn) | -4
CN(C(=O)c1cccc(NC(=O)Cc2cccc(NC(=O)C3CCCN(C(=O)C4CCCC4)C3)c2)c1)C1CCC1 (stereo not drawn) | 3
Cc1cc(OCc2cn(CC(=O)c3ccc(O)cc3)nn2)ccc1[N+](=O)[O-] | -4
COc1cc(-c2cc(NC=O)c3ncc(-c4ccccc4)n3c2)cc(OC)c1OC | -7
O=C1NCC(Nc2ccccc2Cl)C(=O)N1 (stereo not drawn) | -4
CCCCc1nc2sc3c(=O)[nH]c(=S)[nH]c3c2c2c1CCC2 | -4
CCOC1=C2[C@H]([C@H]3C(=O)N(c4ccccc4)C(=O)[C@H]3C1)[C@@H](c1ccccc1)N(S(=O)(=O)c1ccc(C)cc1)[C@H]2c1ccccc1 | -5
C[C@@H]1CC=C[C@@H]2[C@H]1C(=O)N(Cc1ccccc1)[C@H]2c1cccc(Br)c1 | 4
Cc1noc(C)c1COc1ccccc1C(=O)NC(C)CCc1ccccc1 (stereo not drawn) | -3
CCCc1nc2ccccc2c(C(=O)N(CC)CC(=O)NCc2cccs2)c1CC | -3
COc1cc(NC(=O)CNC(=O)Cn2cnc3sc(C)c(C)c3c2=O)cc(OC)c1OC | -6
CCN1CCN(Cc2ccc(NC(=O)c3cccc(-c4ccc5nc(NC(=O)C6CC6)sc5n4)c3)cc2C(F)(F)F)CC1 | 1
O=C1c2ccccc2[C@@H]2C[C@@H](O)[C@H](Nc3cccc4ccccc34)CCN12 | -3
CC(=O)c1cccc(-c2ccnc3c2CC(C(=O)NCc2ccco2)O3)c1 (stereo not drawn) | -4
CC(C)C[C@@H]1COc2cc(N3CCOCC3)ccc2S(=O)(=O)N1 | -6
Cc1cccc(C)c1-c1ccc(CN2C(CC(C)C)C(=O)N(Cc3cn(CCO)nn3)CCS2(=O)=O)cc1 (stereo not drawn) | -2
O=C(Cc1ccc(NC(=O)C2CCN(C(=O)C3CCCCC3)CC2)cc1)Nc1ccc(C(=O)N2CCOCC2)cc1 | 1
Cn1c(=O)c2cc(NC(=O)NCc3ccc(Cl)cc3Cl)ccc2n1Cc1ccccc1 | -7
O=C(NC1CCC1)C1CCC(=O)N(Cc2ccc(Cl)cc2)C1 (stereo not drawn) | -8

At a glance, some entries already given:
SMILES | GalR3 antagonist
Cn1c(=O)c2cc(NC(=O)NCc3ccc(Cl)cc3Cl)ccc2n1Cc1ccccc1 | -7
O=C(NC1CCC1)C1CCC(=O)N(Cc2ccc(Cl)cc2)C1 (stereo not drawn) | -8

The listing continues:
SMILES | GalR3 antagonist
O=C1Nc2ccccc2-n2nnnc2C1N1CCN(C(=O)c2ccco2)CC1 (stereo not drawn) | -5
O=C(O)/C=C\C(=O)Nc1ccccc1C(=O)N1CCC(O)(c2ccc(Cl)cc2)CC1 | -2
Cc1cccc(C(=O)N2CCC(=O)N([C@H](COCc3cccc(C(F)(F)F)c3)Cc3ccccc3)CC2)c1 | -10
Cc1ccc(-c2nc3c(Cl)cc(C(F)(F)F)cn3c2Cc2cccc(Cl)c2)cc1 | -5
COCCNC(=S)N(C)[C@H]1C[C@H]2c3[nH]c4c(-c5ccccc5)cccc4c3CCN2C[C@H]1[C@H](C)O | -5
CCOC(=O)N1CCN(C(=O)C[C@@H]2C[C@@]3(C(=O)OC)CCCCC=C3N(CCC3=CCCCC3)C2=O)CC1 | -7
CCc1ccc(C(O)c2ncc(-c3cccc(C)c3)[nH]2)cc1 (stereo not drawn) | -6
O=C1NCC(Nc2ccc(Cl)cc2)C(=O)N1 (stereo not drawn) | -7
Cc1ccc(NC(=O)COC(=O)CN2CCSC2=O)cc1Cl | -4
O=C(CCN1C(=O)NC2(CCCC2)C1=O)Nc1ccc(Sc2ccc(Br)cc2)cc1 | -6
C[C@H](CO)N1C[C@H](C)[C@@H](CN(C)C(=O)Nc2cccc(C(F)(F)F)c2)OCc2cn(nn2)CCCC1=O | -4
CCN(CC)S(=O)(=O)c1ccc(C(=O)NC(=S)N2CCCCC2C)cc1 (stereo not drawn) | -1
Cc1cc(C(=O)N2CCCC2(C)C(=O)O)c(C)o1 (stereo not drawn) | -4
Cc1ccc(S(=O)(=O)N2CCCCC2)cc1NC(=O)c1nn(C)c(=O)c2ccccc12 | -1
CC(=O)OC1CCC2(C)C3=CCC4(C)C(C(C)=O)=CCC4C3CCC2C1 (stereo not drawn) | -7
c1ccc(N2CC3COc4ccccc4C3=N2)cc1 (stereo not drawn) | -6
CCOC(=O)C1CCCN(C(=O)/C=C/c2ccccc2)CC1 (stereo not drawn) | -7
CCOC(=O)C1(C)CCCN(C(=O)c2snnc2C)C1 (stereo not drawn) | -6
CC(C)n1nc(C(=O)OCC(=O)NCCc2ccc(S(N)(=O)=O)cc2)c2ccccc2c1=O | -8
O=C1NC(=O)C2(CCCCCC2)N1 | -2
COc1ccccc1NC(=O)N(C)C[C@H]1OCc2cnnn2CCCC(=O)N([C@@H](C)CO)C[C@H]1C | -7
C[C@@H]1CN([C@@H](C)CO)C(=O)CCCn2cc(nn2)CO[C@H]1CN(C)S(=O)(=O)c1ccc2ccccc2c1 | -7
O=C(NCC1COc2ccccc2O1)c1ccc(F)c(S(=O)(=O)N2CCOCC2)c1 (stereo not drawn) | -4
CCC(C(=O)NC(C)(C)C)n1c(-c2cccc(NC(C)=O)c2)nc2ccccc21 (stereo not drawn) | -7
CCCNC(=O)C1(C)CCCN(Cc2cc(-c3ccccc3)nn2C)C1 (stereo not drawn) | -6

3 entries out of the list above, ordered by the value under GalR3 antagonist, falling.
SMILES | GalR3 antagonist
Cc1ccc(S(=O)(=O)N2CCCCC2)cc1NC(=O)c1nn(C)c(=O)c2ccccc12 | -1
CCc1ccc(C(O)c2ncc(-c3cccc(C)c3)[nH]2)cc1 (stereo not drawn) | -6
C[C@@H]1CN([C@@H](C)CO)C(=O)CCCn2cc(nn2)CO[C@H]1CN(C)S(=O)(=O)c1ccc2ccccc2c1 | -7

Further records follow:
SMILES | GalR3 antagonist
COc1ccc(CN2CCC2(C)C(=O)NCc2ccc3c(c2)OCO3)c2ccccc12 (stereo not drawn) | 1
Cc1ccc(Cc2c(-c3cccc(Br)c3)nc3c(C)cc(Br)cn23)cc1 | 8
O=C(NCC1CCN(C(=O)C(=O)c2cccs2)CC1)c1ccncc1 | -6
CCCCc1ccc(S(=O)(=O)NC(=O)C2(C)CCN2C(=O)c2c(C)noc2C)cc1 (stereo not drawn) | -7
Cc1c(C(=O)NCc2ccccc2C(F)(F)F)sc(=O)n1Cc1ccc(Cl)c(Cl)c1 | -4
CN1C(=O)C2CC(O)C(SC3CC4C(=O)N(C)C(=O)C4CC3O)CC2C1=O (stereo not drawn) | -3
CN(C)CCNC(=O)c1[nH]c(C(F)(F)F)nc1-c1ccccc1 | 1
CCOC(=O)C1=CCN(S(=O)(=O)c2ccccc2Br)C1c1cccc(C)c1 (stereo not drawn) | -2
NC(=O)CC(NC(=O)Cc1cccc2ccccc12)c1ccc(NC2CCCC2)c([N+](=O)[O-])c1 (stereo not drawn) | -3
Cc1cccc(C)c1NC(=O)C(c1ccc(C(F)(F)F)cc1)n1c(=O)c(-c2ccco2)nc2ccccc21 (stereo not drawn) | -5
CCOC(=O)c1c(C)[nH]c(C)c1C(=O)COC(=O)/C=C/c1ccc(OC)cc1 | -6
COC(=O)c1ccc2nc(-c3ccccc3)c(Cc3cccc(F)c3)n2c1 | -10
Cn1c(=O)c2[nH]c(CCCCCCCCc3nc4ccccc4[nH]3)nc2n(C)c1=O | -7
COc1ccccc1Cc1c(-c2ccc(OC)c(OC)c2)nc2c(Cl)cc(C(F)(F)F)cn12 | -4
CCc1cc2c(nc1CC)CCCN2C | -3
CCOC(=O)[C@]12CCCC=C1N(Cc1ccco1)C(=O)[C@H](CC(=O)NCc1ccccc1)C2 | -5
COc1ccc(C(=O)C(=O)N2CCN(c3ccc(C)cc3)CC2)cc1OC | -6
CC(=O)N(c1ccccc1)c1nc2ccccc2s1 | -7
Cc1cc(C)nc(Nc2nc(C(N)Cc3ccc(C(F)(F)F)cc3)cs2)n1 (stereo not drawn) | 2
COC(=O)c1ccc(CNC(=O)c2ccccc2C(=O)NCC2(CBr)OCCO2)cc1 | -1
Cc1ccccc1S(=O)(=O)NC(=O)C1(C)CCN1C(=O)c1cccc(F)c1 (stereo not drawn) | -6
COC(=O)[C@]12C[C@H](CC(=O)NCc3cccs3)C(=O)N(Cc3ccccc3)C1=C[C@H](C1CCCC1)O[C@@H]2C | -4
Cc1cc(C(=O)Nc2cccc3ccccc23)oc1C | -2
CCOc1ccccc1NC(=O)C1CCCC1 | -10
Cc1c(NS(=O)(=O)c2cc(C(=O)NCc3cccc(Cl)c3)ccc2Cl)c(=O)n(-c2ccccc2)n1C | -7

Some of the entries so far, with each value named.
O=C(CCN1C(=O)NC2(CCCC2)C1=O)Nc1ccc(Sc2ccc(Br)cc2)cc1
  GalR3 antagonist: -6

Cc1cc(OCc2cn(CC(=O)c3ccc(O)cc3)nn2)ccc1[N+](=O)[O-]
  GalR3 antagonist: -4

COC(=O)c1ccc2nc(-c3ccccc3)c(Cc3cccc(F)c3)n2c1
  GalR3 antagonist: -10

CCc1ccc(C(O)c2ncc(-c3cccc(C)c3)[nH]2)cc1 (stereo not drawn)
  GalR3 antagonist: -6

Carrying on:
SMILES | GalR3 antagonist
O=C(NCc1nnnn1-c1ccccc1)c1ccc2ccccc2c1 | -8
O=C(NC1CCCCC1)C(c1ccccc1)n1c(=O)c(-c2cc3ccccc3[nH]2)nc2ccccc21 (stereo not drawn) | -6
N#Cc1ccc(S(=O)(=O)N2CCN(CN3C(=O)CC4(CCCC4)C3=O)CC2)cc1 | -1
COc1ccc(-n2nnnc2C(c2ccccc2)N2CCN(C/C=C/c3ccccc3)CC2)cc1 (stereo not drawn) | -5
CCOC(=O)C(C(=O)c1ccccc1)C(c1ccccc1)c1nccc2ccccc12 (stereo not drawn) | -3
O=C(NCO)c1cccnc1 | -7
C[C@@H]1CN([C@@H](C)CO)C(=O)CCCn2cc(nn2)CO[C@H]1CN(C)C(=O)Nc1ccc(F)cc1 | -3
CCCC[C@@H]1Cc2[nH][nH]c(=O)c2[C@H](c2cccc3ccccc23)O1 | -7

Bioassay records: PubChem BioAssay, The Scripps Research Institute Molecular Screening Center

A portion of the library; count on the stated rates, not on these rows.
